From PubChem
Keap1 Nrf2 FP = disrupts human Keap1 binding to Nrf2 peptide; Q14145; Keap1 Kelch-Nrf2 peptide fluorescence polarization, 1536-well; inhibition, % at 9.4 µM; hit rate 0.15% among 340,000; in the data active = inhibition above about 12%;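 note: human Keap1 Kelch domain with fluorescein labeled Nrf2 9mer peptide probe; 0% = neutral control wells and 100% = peptide positive control; higher means more block of Keap1 binding to Nrf2 peptide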
Target sequence (Q14145 whole entry, looked up, the tested form may be a part): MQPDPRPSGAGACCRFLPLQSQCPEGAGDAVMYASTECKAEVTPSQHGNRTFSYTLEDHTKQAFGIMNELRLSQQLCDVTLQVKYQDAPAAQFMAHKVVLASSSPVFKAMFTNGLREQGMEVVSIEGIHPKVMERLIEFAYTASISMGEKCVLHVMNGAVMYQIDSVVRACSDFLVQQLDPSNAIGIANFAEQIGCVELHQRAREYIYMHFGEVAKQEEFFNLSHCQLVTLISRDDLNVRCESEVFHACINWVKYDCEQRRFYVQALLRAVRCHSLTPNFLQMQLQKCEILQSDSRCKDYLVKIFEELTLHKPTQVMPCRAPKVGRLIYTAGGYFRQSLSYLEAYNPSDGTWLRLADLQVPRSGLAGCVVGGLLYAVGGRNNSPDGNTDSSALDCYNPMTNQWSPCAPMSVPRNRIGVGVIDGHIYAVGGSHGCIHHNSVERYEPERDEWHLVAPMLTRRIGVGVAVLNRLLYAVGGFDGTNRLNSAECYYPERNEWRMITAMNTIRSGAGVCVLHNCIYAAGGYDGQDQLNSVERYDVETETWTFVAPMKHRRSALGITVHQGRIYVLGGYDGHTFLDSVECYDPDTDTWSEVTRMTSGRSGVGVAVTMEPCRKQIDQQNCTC
MOR-DOR inv ag = inverse agonists of human mu-delta opioid receptor heterodimerization | hit rate 0.21% among 340,000 | inhibition, % at 9.3 µM | P35372+P41143 | AID 504357 | cell-based MOR-DOR heterodimer luminescence, inverse agonism; in the data active = inhibition above about 22%, passing the limit was not always enough;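 note: 0% = cells with DMSO and 100% = wells without cells with DMSO; values of inactives mirror those of a sister screen read the other way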
OPRM1-OPRD1 ag = OPRM1-OPRD1 heterodimerization agonism | cells, luminescence | activation, % at 9.3 µM | hit rate 0.3% among 340,000; in the data active = activation above about 18%;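 note: 0% = vehicle-treated cells and 100% = reference agonist; values of inactives mirror those of a sister screen read the other way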
V-ATPase pHluor = regulators of yeast V-ATPase proton transport; S. cerevisiae, pHLuorin cytosolic pH fluorescence; response, % at 10 µM; hit rate 0.37% among 350,000; AID 504577; in the data active = response mostly above about 7.3%, no sharp cut-off; inactive = mostly below about 5.4%; note: actives read high; inactives centre near 0; some compounds called inactive have numbers as strong as hits; reference of the scale not given here
Wnt bcat act = Wnt/beta-catenin pathway activation. Wnt/beta-catenin reporter cell assay, activator, plate reader. activation, % at 9.35 µM. hit rate 1.2% among 300,000; in the data active = activation above about 30%, passing the limit was not always enough;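 note: 0% = neutral control wells and 100% = positive control wells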
Arr AP2 block = blocks beta-arrestin peptide binding to AP2 adaptin; inhibition, % at 10 µM; hit rate 0.31% among 340,000; FITC-arrestin peptide / GST-AP2 beads, flow cytometry; AP2 beta2 appendage carries R879A mutation;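 active = inhibition above a set limit, near 3 SD of compounds lacking own fluorescence, cut at about 54% in these data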;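 note: plate controls were DMSO wells for no effect and 5 µM unlabelled arrestin peptide for full effect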
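System: GST-tagged AP2 beta2-adaptin appendage (R879A) on 4 µm glutathione beads / Reagent: FITC-arrestin peptide, 50 nM / Detection: HyperCyt-sampled flow cytometry, FL1 channel, ex 488/em 535 nm / Timing: 12 min plus 1 h, RT / Buffer or medium: PBS plus Tween 20 (0.05%) and BSA (0.1%)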
C-LANA FP = blocks KSHV LANA C-terminal domain binding to DNA; MBP-C-LANA/FAM-LBS DNA binding, fluorescence polarization; inhibition, % at 9 µM; hit rate 0.078% among 340,000; AID 504423;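 active = highest replicate inhibition at or above 60% at 9 µM, even if other replicates fall short; inactive = all replicates below 60% inhibition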;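 note: 0% = neutral control wells and 100% = 4 µM acridine orange control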
DSG3 Ab inh = blocks pemphigus antibody binding to human desmoglein-3; DSG3-coupled beads, scFv-anti-DSG3-GFP binding, flow cytometry; stronger effect = lower value; hit rate 0.48% among 310,000; AID 588358; binding (percent of control), % at 10 µM; P32926;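 active = binding more than 3 SD below its plate's average and above zero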; note: some compounds called inactive have numbers as strong as hits
Cardiac RTF inh = cardiac RTF calcium desensitization. IANBD-labeled cardiac RTF, Ca2+ fluorescence. AID 493244. hit rate 0.12% among 340,000. inhibition, % at 7.15 µM;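 active = inhibition above the mean inhibition of all tested compounds plus 3 SD, cut at about 17% in these data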;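 note: assay run at fixed EC70 calcium of 1.6 mM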
RTF Ca sens act = cardiac RTF calcium sensitization. activation, % at 7.2 µM. IANBD-labeled TnC RTF fluorescence at EC20 calcium; 0% EC20 calcium, 100% full calcium. hit rate 0.24% among 340,000. AID 493008;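 active = activation above the mean over all tested compounds plus 3 SD, cut at about 30% in these data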;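 note: rise in fluorescence read as greater calcium sensitivity of cardiac thin filaments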
Active calls of the source: *; . = no result given. Outcome played no part in choosing rows, and some 3.1% of all compounds hit somewhere here.

structure | Keap1 Nrf2 FP | MOR-DOR inv ag | OPRM1-OPRD1 ag | V-ATPase pHluor | Wnt bcat act | Arr AP2 block | C-LANA FP | DSG3 Ab inh | Cardiac RTF inh | RTF Ca sens act
COc1ccc([C@@H]2C[C@@H](c3ccccc3)Oc3cc(OC)c(OC)c(OC)c32)cc1 | 0.6 | -1.8 | 0.3 | 3.4 | -4.3 | 1.4 | 2.3 | 109.1 | -2.6 | 0.3
CC(C)(C)OC(=O)N[C@@H](C(=O)OC(C)(C)C)c1ccccc1 | -0.1 | -3.8 | 0.7 | -1.1 | -0.2 | 18.6 | -1.0 | 107.5 | -3.9 | -4.4
CCOc1cc(-c2nnc(NC(=O)c3ccco3)o2)cc(OCC)c1OCC | 1.6 | 21.4 | -4.4 | -3.3 | -3.3 | -3.6 | -0.1 | 100.7 | -4.6 | -6.0
C#CCOCCOCCOCCNc1nc(N2CCN(C(=O)[C@H](C)n3cc(CCC(=O)O)nn3)CC2)nc(N2CCN(C(=O)[C@H](CCCCN)n3cc(CCCC)nn3)CC2)n1 | 1.2 | 9.3 | -2.0 | 6.0 | -3.5 | 7.9 | -1.6 | 106.1 | -15.8 | 11.4
Nc1nnc(Cc2ccc(F)cc2)s1 | -6.9 | 6.7 | -1.3 | 1.1 | 1.6 | 9.2 | 1.5 | 108.9 | -7.6 | -3.1
O=C(NC(=S)Nc1nc(-c2ccccc2)cs1)c1cncc(Br)c1 | 3.5 | 10.7 | -1.9 | 2.4 | 11.5 | -19.5 | -2.4 | 97.4 | -7.5 | 0.9
Cc1ccc(S(=O)(=O)CCC(=O)NC2CCCCC2)cc1 | 0.8 | 3.0 | -0.7 | 0.5 | 10.0 | -0.4 | 1.2 | . | -3.2 | -0.1
c1ccc(OCCN2C3=NCCN3c3ccccc32)cc1 | -0.4 | 3.6 | -0.7 | -3.5 | -1.3 | 19.9 | 0.4 | 104.7 | -9.5 | 4.3
C(=C\c1ccccc1)/C=N/Nc1nc(N2CCCCC2)nc(N2CCCCC2)n1 | -5.9 | -40.1 | 6.7 | -4.2 | . | 6.7 | 1.7 | 98.5 | 3.4 | 5.3
O=C(CC1C(=O)NCCN1C(=O)Nc1ccc(C(F)(F)F)cc1)Nc1ccc(F)cc1 (centres undefined) | 0.9 | 6.6 | -1.2 | 3.1 | -1.6 | -13.7 | 0.0 | 114.0 | 4.6 | 2.5
COc1cccc(NC(=O)Cn2c(CCC(=O)O)ccc2-c2ccccc2)c1 | -4.0 | 9.1 | -1.6 | 0.2 | -7.0 | 5.8 | 0.1 | 97.5 | -6.6 | 3.6
Cc1nc(-c2ccc(Cl)cc2)sc1C1(C)CC(c2cccc(F)c2)=NO1 (centres undefined) | -0.6 | 3.1 | -0.6 | -1.8 | 7.1 | -9.2 | -0.3 | 101.4 | -12.6 | -9.5
COC(=O)c1c(NC(=O)Cc2ccc(OC)c(S(=O)(=O)N3CCOCC3)c2)sc(C)c1C | . | 6.8 | -1.3 | -1.5 | -4.7 | 7.5 | . | 106.8 | -1.7 | -13.2
CCCCOC(=O)NCN1C(=O)C2C3C=CC(C3)C2C1=O (centres undefined) | 0.6 | 11.2 | -2.0 | -2.6 | . | -2.1 | 1.8 | 109.8 | -3.8 | -0.6
COc1ccccc1N1CCN(CC(=O)Nc2c(C)n(C)n(-c3ccccc3)c2=O)CC1 | 0.5 | 17.3 | -3.5 | -1.8 | -2.9 | 6.3 | 0.1 | 93.6 | -3.6 | -9.4
COc1cc(OCc2ccccc2)c(C(=O)/C=C/c2ccc3c(c2)OCO3)c(OC)c1OC | -4.7 | -2.8 | 0.5 | 0.7 | -2.7 | 5.7 | 0.5 | 96.3 | -8.7 | 4.5
CCOC(=O)C1=CC[C@@H](c2cc3cc(OC)ccc3n2C)N(S(=O)(=O)c2ccc(C)cc2)[C@H]1C(=O)OCC | -3.6 | 9.7 | -1.7 | -0.8 | -4.0 | 0.2 | 0.4 | 103.1 | 0.2 | -1.1
O=C(N1CCOCC1)C12CC3CC(C1)CC(c1ccccc1)(C3)C2 | -3.6 | 1.2 | -0.3 | 4.8 | . | 8.0 | 0.5 | 101.8 | -4.8 | 1.2
O=C(COC(=O)c1ccccc1Oc1ccccc1)NC1CC1 | 4.4 | 13.3 | -2.4 | 2.0 | 1.2 | 18.8 | -0.4 | 104.5 | 2.5 | -3.0
C#CC[N+]1(CC#Cc2cccc(C)c2)CCCCC1 | -6.0 | 19.9 | -3.9 | 1.5 | -1.3 | -0.4 | 0.3 | 105.8 | -9.7 | 5.3
COc1ccc(CN2CCCC(CO)(Cc3ccc(F)cc3)C2)cc1C (centres undefined) | -4.8 | 1.6 | -0.3 | 1.1 | -4.3 | 29.7 | 0.2 | 120.2 | 5.6 | -7.5
CCOc1ccc2nc(NC(=O)C(NS(=O)(=O)c3cccs3)C(C)C)sc2c1 (centres undefined) | 1.1 | 4.9 | -1.0 | 5.2 | -1.9 | 2.2 | -0.8 | 90.0 | 2.9 | 0.7
O=C(CSc1nnnn1-c1ccc(O)cc1)Nc1cccc(S(=O)(=O)N2CCCC2)c1 | -1.3 | 4.5 | -0.9 | -1.9 | . | 26.5 | -0.8 | 103.8 | 3.1 | 1.0
Cc1ccccc1-n1c(SCC(=O)c2cc(C)n(C)c2C)nnc1-c1ccncc1 | -3.1 | 4.6 | -0.8 | -2.8 | 0.8 | 4.0 | -1.7 | 101.1 | -14.1 | 11.8

A stretch taken from the entries so far:
structure | Keap1 Nrf2 FP | MOR-DOR inv ag | OPRM1-OPRD1 ag | V-ATPase pHluor | Wnt bcat act | Arr AP2 block | C-LANA FP | DSG3 Ab inh | Cardiac RTF inh | RTF Ca sens act
O=C(CSc1nnnn1-c1ccc(O)cc1)Nc1cccc(S(=O)(=O)N2CCCC2)c1 | -1.3 | 4.5 | -0.9 | -1.9 | . | 26.5 | -0.8 | 103.8 | 3.1 | 1.0
Cc1ccccc1-n1c(SCC(=O)c2cc(C)n(C)c2C)nnc1-c1ccncc1 | -3.1 | 4.6 | -0.8 | -2.8 | 0.8 | 4.0 | -1.7 | 101.1 | -14.1 | 11.8

Complete entries, quoted from the list. Order of screens: Keap1 Nrf2 FP	MOR-DOR inv ag	OPRM1-OPRD1 ag	V-ATPase pHluor	Wnt bcat act	Arr AP2 block	C-LANA FP	DSG3 Ab inh	Cardiac RTF inh	RTF Ca sens act
COc1cc(OCc2ccccc2)c(C(=O)/C=C/c2ccc3c(c2)OCO3)c(OC)c1OC is listed with -4.7	-2.8	0.5	0.7	-2.7	5.7	0.5	96.3	-8.7	4.5
O=C(CSc1nnnn1-c1ccc(O)cc1)Nc1cccc(S(=O)(=O)N2CCCC2)c1 is listed with -1.3	4.5	-0.9	-1.9	.	26.5	-0.8	103.8	3.1	1.0
Cc1ccccc1-n1c(SCC(=O)c2cc(C)n(C)c2C)nnc1-c1ccncc1 is listed with -3.1	4.6	-0.8	-2.8	0.8	4.0	-1.7	101.1	-14.1	11.8
CCOc1ccc2nc(NC(=O)C(NS(=O)(=O)c3cccs3)C(C)C)sc2c1 (centres undefined) is listed with 1.1	4.9	-1.0	5.2	-1.9	2.2	-0.8	90.0	2.9	0.7

A different layout for some results above.
Every second line gives: Keap1 Nrf2 FP	MOR-DOR inv ag	OPRM1-OPRD1 ag	V-ATPase pHluor	Wnt bcat act	Arr AP2 block	C-LANA FP	DSG3 Ab inh	Cardiac RTF inh	RTF Ca sens act
- COc1ccc([C@@H]2C[C@@H](c3ccccc3)Oc3cc(OC)c(OC)c(OC)c32)cc1
→ 0.6	-1.8	0.3	3.4	-4.3	1.4	2.3	109.1	-2.6	0.3
- CC(C)(C)OC(=O)N[C@@H](C(=O)OC(C)(C)C)c1ccccc1
→ -0.1	-3.8	0.7	-1.1	-0.2	18.6	-1.0	107.5	-3.9	-4.4
